aGal spleen mod – inhibits or activates alpha-galactosidase in human spleen homogenate | 240,000 compounds, 0.008% hits | Potency, µM (highest dose often 80 µM), for the others: at the highest dose activity change, negative = inhibition, most hits filed as inhibitors | human spleen homogenate, 4MU-alpha-Gal fluorescence, 40 min | AID 2107;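 also: 0% = enzyme with vehicle and -100% = no enzyme basal signal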
Target sequence (P06280 32-429 limits assumed): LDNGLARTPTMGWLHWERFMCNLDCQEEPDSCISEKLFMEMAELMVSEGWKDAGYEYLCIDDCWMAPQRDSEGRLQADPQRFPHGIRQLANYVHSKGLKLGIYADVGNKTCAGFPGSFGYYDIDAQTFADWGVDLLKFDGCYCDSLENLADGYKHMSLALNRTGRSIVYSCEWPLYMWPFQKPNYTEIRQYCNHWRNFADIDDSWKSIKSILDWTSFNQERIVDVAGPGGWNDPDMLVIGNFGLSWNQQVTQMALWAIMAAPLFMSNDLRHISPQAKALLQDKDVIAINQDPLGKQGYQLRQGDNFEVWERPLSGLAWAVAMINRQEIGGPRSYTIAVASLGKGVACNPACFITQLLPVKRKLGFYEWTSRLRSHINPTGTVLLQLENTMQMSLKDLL
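Spleen homogenate 1 ug + cpd (titration) + 4-MU-alpha-D-galactopyranoside 1 mM; 37C 40 min; 50 mM citrate/phosphate pH 5.0, 0.01% Tween-20; stop pH 10; fluorescence 365/440; AC50 via Hill.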
RGS12 GoLoco inh – blocks human Gai1 binding to RGS12 GoLoco peptide, red readout; P63096; Gai1:RGS12 GoLoco peptide FP, rhodamine, 10 min; Potency, µM (series often up to 61.6 µM), inactives show at the highest dose activity, negative = inhibition, usual class: inhibitors; 230,000 compounds, 0.44% hits; AID 880; active = well fitted inhibition curve with a large enough effect, not every such curve was filed as active; inactive = no such curve, though single readings can be large or run the other way; also: % is scaled to controls: 0 for no effect and ±100 for the full control effect; nearly all actives have a fitted effect of over 30% in size; many of its hits are not listed in these tables
GAA inh – inhibitors of human lysosomal alpha-glucosidase | P10253 | purified human GAA, 4-MU-alpha-glucoside fluorescence | Potency, µM (highest dose often 76.9 µM), for inactives: top-dose activity change, negative = inhibition, most hits filed as inhibitors | 200,000 compounds, 0.005% hits;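 also: plate controls were uninhibited enzyme wells for no effect and no-enzyme background for full effect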
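Enzyme (4 nM final) mixed with compound (up to 77 uM), then 4-MU-alpha-D-pyranoside (400 uM final) added; 20 min at room temperature, pH 5.0. Reaction stopped at pH 10, fluorescence read, AC50 derived by Hill fit.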
aGlu spleen mod – inhibitors or activators of human alpha-glucosidase in spleen homogenate. P10253. human spleen homogenate, 4-MU-alpha-glucoside fluorescence. Potency, µM (top dose mostly 79.9 µM), inactives show top-dose activity change, negative = inhibition, hits mostly inhibitors. 240,000 compounds, 0.006% hits. AID 2112;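 also: 0% = enzyme with vehicle and -100% = no enzyme basal signal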
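AC50 values come from Hill-equation fits of concentration-response data, normalized to no-enzyme and full-activity controls. Enzyme source: 1 ug human spleen homogenate; 1 mM fluorogenic 4-MU glucoside, pH 5.0 citrate buffer, 37 C, 40 min.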
SMN2 splice enh – enhancers of SMN2 splice variant expression | HEK293 SMN2-luciferase splicing reporter, luminescence, 30-36 h | Potency, µM (series often up to 46.1 µM), inactives show at the top dose activity change, positive = activation, hits mostly activators | 210,000 compounds, 2.8% hits; also: % of control where 0% means no effect; nearly all actives have a fitted effect of over 55% in size
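HEK293 cells carry an SMN2 minigene-luciferase reporter in which exon 7 inclusion puts luciferase in frame. Cells were seeded at 2000 cells/well, attached for 10-12 hours, then exposed to compounds for 30-36 hours at 37C before ONE-Glo luminescence.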
KDM4E inh – blocks human JMJD2E demethylase activity; B2RXH2; JMJD2E catalytic domain, FDH-coupled NADH fluorescence (FDH is formaldehyde dehydrogenase); Potency, µM (doses to about 57.1 µM), for inactives: at the top dose activity change, negative = inhibition, hits mostly inhibitors; 230,000 compounds, 1.6% hits; AID 2147; active = well fitted inhibition curve with a large enough effect, not every such curve was filed as active; inconclusive = small, poorly fitted or top-dose-only effect, or another doubt; inactive = no such curve, though single readings can be large or run the other way;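 also: 0% = wells with enzyme and -100% = buffer wells without enzyme; nearly all actives have a fitted effect of over 50% in size; many of its hits are not listed in these tables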
GAA glycogen mod – inhibitors or activators of human alpha-glucosidase glycogen cleavage | 300,000 compounds, 0.38% hits | P10253 | recombinant GAA, glycogen substrate, Amplex Red glucose oxidase fluorescence | Potency, µM (titrated, usually from 76.4 µM), for the others: at the top dose activity change, negative = inhibition, actives largely listed as inhibitors;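 also: 0% = full enzyme reaction and -100% = no-enzyme basal signal; the screen sought inhibitors and activators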
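qHTS, 1536-well; enzyme 4 nM final; cpd up to 77 uM; substrate bovine liver glycogen 30 ug; 50 mM citrate/phosphate pH 5.0, 0.01% Tween-20; 37 C, 40 min; Amplex Red detection 45 min RT; Hill fit → AC50.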
ALDH1A1 block – ALDH1A1 (human) enzyme inhibition; Purified ALDH1A1, NADH fluorescence, propionaldehyde substrate; Potency, µM (highest dose often 75.3 µM), inactives show top-dose activity, negative = inhibition, hits mostly inhibitors; P00352; 220,000 compounds, 7.3% hits; active = well fitted inhibition curve with a large enough effect, not every such curve was filed as active; inconclusive = small, poorly fitted or top-dose-only effect, or another doubt; inactive = no such curve, though single readings can be large or run the other way;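 also: plate controls were no enzyme wells and a reference inhibitor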
Target sequence (P00352 whole entry, looked up): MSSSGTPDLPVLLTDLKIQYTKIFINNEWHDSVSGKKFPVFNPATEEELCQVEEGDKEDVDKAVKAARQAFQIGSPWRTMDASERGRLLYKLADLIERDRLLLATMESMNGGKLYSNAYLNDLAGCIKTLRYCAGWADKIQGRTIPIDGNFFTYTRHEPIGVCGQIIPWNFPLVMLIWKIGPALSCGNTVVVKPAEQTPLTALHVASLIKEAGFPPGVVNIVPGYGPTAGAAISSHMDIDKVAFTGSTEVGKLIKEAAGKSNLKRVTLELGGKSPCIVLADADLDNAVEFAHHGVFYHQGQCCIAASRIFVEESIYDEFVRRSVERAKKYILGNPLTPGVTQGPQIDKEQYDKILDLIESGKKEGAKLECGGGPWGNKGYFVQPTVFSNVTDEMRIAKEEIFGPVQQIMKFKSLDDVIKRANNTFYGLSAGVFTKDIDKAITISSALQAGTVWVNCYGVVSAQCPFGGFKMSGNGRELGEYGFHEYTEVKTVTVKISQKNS
Starred values were filed as active, the others as inactive; ? = inconclusive; · = not tested or not shown; & = joins results of further samples; [ ] = another dose, or the depositor's remark. Unless noted, calls follow the shape of the dose curve; as a rule, active = well fitted curve in the direction sought with a large enough effect; inconclusive = small, poorly fitted or top-dose-only effect, or another doubt; inactive = no such curve, though single readings can be large; an effect the other way counts as inactive or inconclusive. Potency is read from the fitted curve at half-maximal effect.

SMILES | aGal spleen mod | RGS12 GoLoco inh | GAA inh | aGlu spleen mod | SMN2 splice enh | KDM4E inh | GAA glycogen mod | ALDH1A1 block
Cc1ccc(NC(=O)Cn2cccc2C2=NC(c3ccccc3)CO2)c(C)c1 (stereo not given) | 1% | 12% | ? | -6% | -5% | 5% | 5% | -7%
Fc1cccc(Cl)c1Cn1nnc2c(N3CCC4(CC3)OCCO4)ncnc21 | -6% | 1% | -1% | -7% | -15% | 3% | -3% | 16µM*
Cc1cccc(N(CC(=O)NCCC2=CCCCC2)S(C)(=O)=O)c1C | -4% | 5% | -4% | 0% | -12% | -8% | -2% | -1%
Cc1cc(C)c[n+](-c2[nH]c(=O)sc2/C=N/NC([S-])=Nc2ccccc2)c1 | 2% | -11% | ? | 2% | 17% | -17% | ? | ?
O=C(Nc1cccc([N+](=O)[O-])c1)Nc1cccc([N+](=O)[O-])c1 | 9% | 2% | -4% | 3% | -29% | -13% | -2% | 1%
O=C(CCCCCn1c(=S)[nH]c2cc3c(cc2c1=O)OCO3)N1CCN(Cc2ccccc2)CC1 | 4% | 10% | -6% | 2% | -17% | -7% | -2% | -2%
CCC(C)[C@H](NC(=O)Nc1ccc(C(C)=O)cc1)C(=O)OC (stereo not given in full) | -9% | -7% | 1% | -2% | -12% | 4% | -5% | 0%
COc1ccc(-c2oc3ccccc3c(=O)c2OCC(=O)O)cc1 | -1% | 15% | 7% | -3% | 9% | ? | 6% | ?
Cc1ccc(-n2c(C)c([N+](=O)[O-])c3ccc(O)c(CN(C)C)c32)cc1 | 0% | -12% | -1% | -2% | 5% | 7% | -10% | ?
CC1CCCN(C(=S)Nc2ccc3nc4n(c(=O)c3c2)CCCCC4)C1 (stereo not given) | 0% | -4% | 7% | -17% | -47%[inhibitor] | ? | -4% | ?
CCOC(=O)C1=C(CN2CCCCCC2)NC(=O)NC1c1cccc([N+](=O)[O-])c1 (stereo not given) | 5% | 33%[activator] | ? | · | -49%[inhibitor] | -5% | 1% | ?
CCCC(=O)Nc1ccccc1Sc1ncnc2scc(-c3ccccc3)c12 | 1% | 6% | 3% | 3% | -1% | -11% | 2% | 5%
CCOC(=O)Cn1cc(Cl)c(=O)c(Cl)c1 | -1% | 8% | · | -12% | · | 3% | 6% | ·
COc1ccc(C(=O)c2cc3ccc(O)cc3oc2=O)cc1 | 1% | 9% | -7% | -14% | -15% | -28% | -9% | 2%
Cc1csc(/N=C/N(C)C)c1C#N | 12% | 9% | -3% | -8% | · | -4% | 2% | -6%

Two records drawn at random from those above, as already listed:
SMILES | aGal spleen mod | RGS12 GoLoco inh | GAA inh | aGlu spleen mod | SMN2 splice enh | KDM4E inh | GAA glycogen mod | ALDH1A1 block
Fc1cccc(Cl)c1Cn1nnc2c(N3CCC4(CC3)OCCO4)ncnc21 | -6% | 1% | -1% | -7% | -15% | 3% | -3% | 16µM*
O=C(CCCCCn1c(=S)[nH]c2cc3c(cc2c1=O)OCO3)N1CCN(Cc2ccccc2)CC1 | 4% | 10% | -6% | 2% | -17% | -7% | -2% | -2%

The listing continues.
SMILES | aGal spleen mod | RGS12 GoLoco inh | GAA inh | aGlu spleen mod | SMN2 splice enh | KDM4E inh | GAA glycogen mod | ALDH1A1 block
COc1ccc(C(CC(=O)N2CCN(c3ccccc3)CC2)c2c(OC)cc(OC)c3ccc(=O)oc23)cc1 (stereo not given) | 14%&5% | 10% | · | 6%&4% | · | ? | -2% | ·
CC1CCN(C(=O)C(NS(=O)(=O)c2cccc3nsnc23)c2ccccc2)CC1 (stereo not given) | -8% | -5% | 2% | -8% | -15% | 1% | -9% | -4%
CN1CCN(S(=O)(=O)c2ccc(NC(=O)Cc3cccs3)cc2)CC1 | 6% | 47%[activator] | -7% | 0% | 11% | -6% | 3% | -7%
CC(C)OCCCNC(=O)c1cc2c(=O)n(C)c3ccccc3c2n1C | 8% | 8% | 0% | 7% | -4% | ? | 3% | ?
CCC(c1nnc(SCC(=O)Nc2ccc(C(=O)Nc3ccccc3OC)cc2)o1)N(C)C (stereo not given) | 12% | 16% | -9% | 4% | 3% | -11% | -2% | ?
CCOc1ncccc1C(=O)OCC(=O)c1ccc(F)cc1 | 5% | 12% | 4% | -1% | 11% | -1% | -15% | 5%
COCCn1c(=O)c2c(nc3n2CCN3c2ccc(C)cc2)n(C)c1=O | 7% | 6% | -4% | -6% | -14% | 0% | 5% | 8%
O=S1(=O)C=C(SCc2cccc(Cl)c2)Nc2ccccc21 | 2% | 6% | -2% | -9% | -25% | 2% | 1% | -9%
CCn1c(SCc2nc(-c3ccccc3)no2)nnc1-c1cccs1 | -4% | -1% | -7% | 0% | -33%[inhibitor] | -2% | 8% | 9%
O=C(NC1CCCCC1)c1cccc(COCC(F)(F)F)c1 | -5% | -15% | 0% | -4% | -11% | -6% | 5% | 1%
Cc1cc(N2CCN(Cc3nc(-c4ccc(Cl)cc4)oc3C)CC2)cc(C)n1 | -4% | -1% | · | -5% | · | -1% | 1% | ·
CSc1ccccc1C(=O)Nc1ccc2c(c1)OCO2 | 1% | 5% | -2% | -8% | ? | 0% | -11% | 1%
O=C(COC(=O)c1n[nH]c2ccccc12)NC(=O)NC1CCCC1 | -3% | -4% | 1% | -7% | -2% | ? | -3% | -8%
COc1ccccc1NS(=O)(=O)c1ccc(O)c(C(=O)OCC(=O)N2c3ccccc3CC2C)c1 (stereo not given) | 8% | 12% | -6% | 7% | 0% | ? | 1% | 7.9µM*
COc1ccc(-c2cc(C(=O)N3CCOCC3)no2)cc1OC | -4% | 8% | -5% | -8% | 21% | 2% | -12% | 5%
CCOC(=O)NC(=O)CSc1nnnn1-c1ccc(C)cc1 | -19% | 4% | -11% | 2% | 29% | 2% | 7% | -1%
Cc1cccc(NC(=S)N2CCC(c3nc4ccccc4o3)CC2)c1 | 10% | 10% | 2% | 4% | -26% | -5% | 2% | 3%
CC1CCN(c2ccccc2NC(=S)NC(=O)c2ccc(-c3cccc([N+](=O)[O-])c3)o2)CC1 | 5% | 0% | -2% | 5% | -9% | 2% | 4% | 0%
COc1cc(/C=C(\C#N)c2nc(-c3cc4ccccc4oc3=O)cs2)ccc1O | 2% | 105%[activator] | 0% | -3% | -17% | 1% | 8% | 4%
Cc1ccc(NC(=O)c2cccc(N3C(=O)CCC3=O)c2)nc1 | 8% | 4% | -6% | 0% | 0% | 10% | 3% | 2%
CC(=O)Nc1cccc(S(N)(=O)=O)c1C | -6% | 5% | · | -9% | · | 2% | 3% | ·
CCn1c(COc2cccc3cccnc23)nnc1SCC(=O)O | -2% | -6% | -2% | -16% | -31%[inhibitor] | ? | -5% | 1%
CCC(C)(C)C(=O)Nc1ccc(OC)cc1[N+](=O)[O-] | -9% | 3% | 2% | -21% | -4% | 0% | -4% | 11%
Cc1ccc(S(=O)(=O)N2CCOCC2)cc1NC(=O)CN(C)C1CCS(=O)(=O)C1 (stereo not given) | -3% | 2% | · | -2% | · | -3% | 0% | ·
Nc1nc(CSC(=S)N2CCN(c3ccccc3)CC2)nc(Nc2ccccc2)n1 | 4% | -9% | 1% | 2% | -23% | 8% | 1% | 6%
C=C(C)COc1ccc2c(CC)cc(=O)oc2c1 | 0% | -4% | 3% | -2% | 5% | 6% | 13% | ?
COC(=O)c1ccc(NC2=CC(=O)CC(C)(C)C2)cc1 | 4% | -5% | 2% | -3% | · | -2% | 2% | 3%
CCOP(=O)(OCC)C(NC(=O)Nc1cccc(Cl)c1)C(N)=O (stereo not given) | -1% | -2% | -2% | -8% | 4% | 0% | 3% | 5%
O=C1CSC2(CCCCC2)N1CCO | 16% | · | 4% | 7% | · | 1% | -9% | -1%
COc1cccc(NC(=O)CSc2nnc(-c3ccoc3C)n2-c2ccccc2)c1 | 3% | -6% | -10% | 1% | -12% | 6% | -11% | ?
COC(=O)CN(c1ccc(OC)cc1)S(=O)(=O)c1c(C)noc1C | 12% | -1% | 4% | 2% | -7% | 3% | 5% | 0%
COC(=O)c1cccc(Oc2nc3c(c(=O)n(C)c(=O)n3C)n2C(C)C)c1 | 3% | 13% | -3% | 3% | -1% | ? | ? | 0%
O=C1CN(CC(=O)Nc2ccc(SC(F)F)cc2)CCN1 | 5% | -3% | -2% | 3% | -7% | 14% | 4% | -5%
Cc1cccc(OCC(=O)N/N=C/CC(C)c2ccccc2)c1C (stereo not given) | 3% | -1% | -4% | -3% | 3% | -10% | -1% | -5%
CC(C)CCNC(=O)c1ccc2c(c1)ncn2C1CCCC1 | 0% | -10% | -6% | -15% | -10% | 0% | 3% | ?
Cc1cccc(OCCn2c(=S)[nH]c3ccccc32)c1 | -3% | -25% | 1% | -2% | -10% | 1% | -19% | 1.3µM*
COCCNC(=O)C(c1ccc(C)o1)N(Cc1ccc(OC)cc1)C(=O)Cn1nnc2ccccc21 (stereo not given) | -2% | -1% | -10% | -1% | -4% | 3% | 6% | -12%
COc1ncc2nc(-c3ccc(Cl)cc3)c(=O)n(-c3ccccc3)c2n1 | -1% | 3% | · | 2% | -5% | · | · | ?
O=C(NC(=S)Nc1ccc(CN2CCOCC2)cc1)c1ccc2c(c1)OCCO2 | 3% | 5% | · | 0% | · | -5% | 4% | ·
COc1ccc(NC(C)=O)cc1NC(=O)c1cccc(C(F)(F)F)c1 | 1% | 2% | -1% | 11% | 13% | -8% | -6% | 9%
COc1ccc(C(=O)Nc2ncc(C)s2)cc1S(=O)(=O)N1CCCC1 | -2% | 1% | 0% | 5% | -56%[inhibitor] | 0% | 13% | 7%
CC(=O)NC1=NN(C(C)=O)C2(S1)C(=O)N(C(C)C)c1ccc(C)cc12 (stereo not given) | ? | 4% | 3% | -5% | 2% | 4% | 2% | 6%
Cc1ccc(C2N(C)c3ccccc3-c3nc4ccccc4n32)o1 (stereo not given) | ? | 8% | ? | ? | -23% | ? | -9% | ?
CCC(C)C(=O)Nc1c2c(nc3c1CCC3)CCCC2 (stereo not given) | 17% | -5% | 11% | -2% | · | 8% | 2% | 4%
c1coc(-c2nn3c(Cn4nnc5ccccc54)nnc3s2)c1 | 4% | -14% | 2% | 6% | -3% | -2% | -9% | 10µM*

Some of the compounds tested (hit frequency here may not be typical).
